HTR5A inv ctr = inverse agonist of human HTR5A in OPRM1-OPRD1 counter-screen; P47898; HTR5A cell line, luminescence, inverse agonism; inhibition, % at 9.3 µM; 340,000 compounds, 0.083% hits; in the data active means inhibition mostly above about 23%, no sharp cut-off; inactive means mostly below about 18%;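 further: 0% = cells with DMSO and 100% = no-cell wells with DMSO; some compounds called inactive have numbers as strong as hits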
NSD2 HMT inh = blocks human histone methyltransferase NSD2 | O96028 | NSD2 peptide methylation, AlphaScreen, 120 min | inhibition, % at 12.5 µM | 310,000 compounds, 0.54% hits; in the data active means inhibition above about 50%
Target sequence (O96028 whole entry, looked up): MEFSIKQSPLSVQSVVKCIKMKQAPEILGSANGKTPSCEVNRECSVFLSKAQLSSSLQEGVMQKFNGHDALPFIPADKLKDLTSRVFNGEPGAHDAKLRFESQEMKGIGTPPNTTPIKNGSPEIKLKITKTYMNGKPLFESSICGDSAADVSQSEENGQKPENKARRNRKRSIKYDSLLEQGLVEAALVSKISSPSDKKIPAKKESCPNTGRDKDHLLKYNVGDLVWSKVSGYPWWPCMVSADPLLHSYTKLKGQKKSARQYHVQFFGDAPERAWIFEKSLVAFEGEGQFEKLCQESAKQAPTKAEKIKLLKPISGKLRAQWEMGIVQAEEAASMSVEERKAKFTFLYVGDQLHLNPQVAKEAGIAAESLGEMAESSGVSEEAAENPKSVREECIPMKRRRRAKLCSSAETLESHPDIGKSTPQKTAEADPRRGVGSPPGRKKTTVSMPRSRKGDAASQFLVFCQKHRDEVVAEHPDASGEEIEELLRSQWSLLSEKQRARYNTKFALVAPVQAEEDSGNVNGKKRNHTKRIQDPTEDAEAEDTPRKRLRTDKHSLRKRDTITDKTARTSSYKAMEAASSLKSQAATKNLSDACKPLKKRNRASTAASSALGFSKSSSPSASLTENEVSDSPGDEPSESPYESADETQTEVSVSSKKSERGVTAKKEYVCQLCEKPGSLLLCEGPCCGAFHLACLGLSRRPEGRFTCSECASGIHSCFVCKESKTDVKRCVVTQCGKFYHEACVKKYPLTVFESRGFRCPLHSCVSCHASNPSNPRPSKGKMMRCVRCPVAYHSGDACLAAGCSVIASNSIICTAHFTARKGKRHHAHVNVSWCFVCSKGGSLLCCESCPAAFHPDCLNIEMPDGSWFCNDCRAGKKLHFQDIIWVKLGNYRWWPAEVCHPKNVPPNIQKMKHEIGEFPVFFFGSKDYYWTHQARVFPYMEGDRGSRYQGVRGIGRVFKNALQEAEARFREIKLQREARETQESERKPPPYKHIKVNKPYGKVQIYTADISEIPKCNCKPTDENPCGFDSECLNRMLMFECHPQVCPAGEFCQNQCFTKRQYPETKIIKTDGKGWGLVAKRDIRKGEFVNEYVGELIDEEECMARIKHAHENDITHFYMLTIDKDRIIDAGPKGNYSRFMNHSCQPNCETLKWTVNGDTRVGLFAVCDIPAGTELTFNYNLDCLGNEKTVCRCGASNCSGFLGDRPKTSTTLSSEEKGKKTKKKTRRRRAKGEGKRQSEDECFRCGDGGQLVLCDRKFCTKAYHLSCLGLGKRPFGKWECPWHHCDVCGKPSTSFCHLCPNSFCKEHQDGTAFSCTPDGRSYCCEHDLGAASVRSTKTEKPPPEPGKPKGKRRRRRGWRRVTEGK
HTR5A ag = counter-screen for OPRM1-OPRD1 agonists: human HTR5A agonism. P47898. HTR5A agonist assay, luminescence, cell-based. activation, % at 9.3 µM. 340,000 compounds, 0.61% hits. AID 504692; in the data active means activation mostly above about 9.5%, no sharp cut-off; inactive means mostly below about 7.6%;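 further: 0% = cells with vehicle only and 100% = reference agonist; strong numbers were not always called active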
SR-BI DiI inh = mouse SR-BI HDL lipid transfer inhibition; Q61009; ldlA[mSR-BI] CHO cells, DiI-HDL uptake fluorescence, 3 h; inhibition, % at 12.5 µM; AID 488896; 320,000 compounds, 0.96% hits;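 active means mean replicate inhibition of at least 70% and a set share of replicates each scoring 70 or more; inconclusive means meets just one of the two criteria; inactive means fails both criteria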;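 further: 0% = median of neutral control wells and 100% = median of positive control wells; values of inactives mirror those of a sister screen read the other way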
Wnt act = Wnt/beta-catenin pathway activation. activation, % at 9.35 µM. 300,000 compounds, 1.2% hits. Wnt/beta-catenin reporter cell assay, activator, plate reader; in the data active means activation above about 30%, passing the limit was not always enough; inconclusive means no clear call, values can overlap the other calls;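 further: 0% = neutral control wells and 100% = positive control wells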
PvdQ acylase = blocks Pseudomonas aeruginosa PvdQ acylase activity | AID 488965 | 340,000 compounds, 0.063% hits | inhibition, % at 10 µM | purified PvdQ acylase, fluorescence plate reader; in the data active means inhibition above about 30%, passing the limit was not always enough; inconclusive means no clear call, values can overlap the other calls;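 further: 0% = vehicle neutral wells and 100% = reference inhibitor wells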
dFosB act = mouse delta FosB homodimer activation | activation, % at 25 µM | purified delta FosB, TAMRA-CDK5 oligo fluorescence polarization; percent of positive-control signal above neutral wells | 340,000 compounds, 0.99% hits;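 active means mean activation above about 17%, with every replicate also reaching it, limit read from the data, passing the limit was not always enough; inconclusive means only one of the two conditions met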;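 further: fluorescence polarization rise as delta FosB binds a TAMRA Cdk5 AP-1 oligo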
CDK5 p35 inh = blocks human CDK5/p35 kinase activity; Q00535+Q15078; Recombinant CDK5/p35, ADP-Glo luminescence, 60 min; inhibition, % at 10 µM; 330,000 compounds, 0.01% hits;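 active means highest replicate inhibition of at least 50% and at least 75% of replicates reaching 50%; inconclusive means only one of the two criteria met; inactive means both criteria failed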;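 further: plate controls were DMSO neutral control for no effect and GW8510 at 10 µM for full effect; many of its hits are not listed in these tables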
MITF act = activators of MITF-driven TRPM1 promoter activity in SK-MEL-5 cells; activation, % at 12.5 µM; 300,000 compounds, 0.75% hits; SK-MEL-5 TRPM1-promoter luciferase, 24 h; % of positive control, neutral wells = 0;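 active means mean activation of at least 80% with every replicate also reaching 80%; inconclusive means mean reaches 80% but some replicate falls short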;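 further: 0% = neutral control wells and 100% = parthenolide positive control wells; values of inactives mirror those of a sister screen read the other way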
V-ATPase pHluor = regulators of yeast V-ATPase proton transport | 350,000 compounds, 0.37% hits | response, % at 10 µM | S. cerevisiae, pHLuorin cytosolic pH fluorescence; in the data active means response mostly above about 7.3%, no sharp cut-off; inactive means mostly below about 5.4%; further: actives read high; inactives centre near 0; some compounds called inactive have numbers as strong as hits; reference of the scale not given here
Starred values were filed as active, the others as inactive; ? = inconclusive; . = no result given.

SMILES	HTR5A inv ctr	NSD2 HMT inh	HTR5A ag	SR-BI DiI inh	Wnt act	PvdQ acylase	dFosB act	CDK5 p35 inh	MITF act	V-ATPase pHluor
CCc1ccccc1NC(=O)CSc1nc2ccccc2nc1N1CCOCC1	-8	.	3	10	-1	11	-3	-1.6	.	7
Fc1ccc(CN2CCN(c3ncnc4scc(-c5ccc(F)cc5)c34)CC2)cc1	-10	5	3	47	-3	-2	-8	-1.0	-11	2
CCn1c(SCC(=O)NNC(=S)Nc2ccccc2)nnc1-c1ccc(Cl)cc1	18	0	-3	5	6	-7	1	1.8	1	2
Cn1c(SCC(=O)NC2CCCC2)nnc1-c1ccco1	-8	2	4	-10	-2	-8	0	0.8	16	-1
COc1ccc(-c2ccc(=O)n(CC(=O)Nc3cccc(O)c3)n2)cc1OC	15	7	5	-6	.	-8	5	-0.5	0	0
O=C(Cc1ccccc1)NNC(=O)Cc1ccccc1	-20	6	0	-15	-1	4	-3	1.1	6	-1
COc1cccc(CN2CCN(Cc3ccc(O)cc3)CC2CCO)c1 (stereo not drawn)	1	0	0	-24	-1	7	-4	0.0	-1	-1
OCCN=Cc1c(O)[nH]c2ccccc12	-1	-2	-5	-16	.	-12	-2	3.5	-3	1
CN(C)/N=C/C=C1\CCC/C(=C\c2ccc(F)c(F)c2)C1=O	.	0	.	19	0	-2	-15	0.9	1	0
CCC(=O)[C@@]1(C)[C@H](C)C[C@H]2[C@@H]3CCC4=CC(=O)C=C[C@]4(C)[C@H]3[C@@H](O)C[C@@]21C	-6	.	2	11	-2	3	3	0.5	9	-3
C[C@@H](NC(=O)c1[nH]cnc1C(=O)Nc1ccccc1)c1ccccc1	7	.	4	12	0	1	-12	0.9	-12	-4
Cc1ccc(Nc2ccc3nonc3c2[N+](=O)[O-])cc1	0	1	0	11	?	-6	-7	-0.5	-2	0
CCC1SC2=NC(C)=C(C(=O)OC)C(c3ccc(C(=O)OC)cc3)N2C1=O (stereo not drawn)	7	3	-1	14	-2	-2	-12	-1.6	.	0
C=CCN=c1sc(C(=O)OC)cc(=O)n1CC=C	-19	-2	6	-30	.	-14	-4	-4.3	4	-1
O=C(COC(=O)COc1cccc(F)c1)NCCC1=CCCCC1	-9	3	3	-18	-1	-5	-7	-1.0	-4	3
CC(=O)c1cccc(Nc2cc(C)nc3ccccc23)c1	-6	-1	2	-16	2	-17	-11	0.6	2	9
FC(F)(F)c1cc(-c2ccccc2)nc(NCc2cccs2)n1	-29	2	1	-24	-1	2	-9	.	-4	-3
CCn1nc(C)c(CNC(=O)c2cc(COc3ccc(F)cc3Cl)on2)c1C	9	-2	0	.	-1	-14	-10	-1.4	0	7
COc1ccc(OC)c(S(=O)(=O)Nc2cc(C(=O)O)ccc2N2CC3CC(C2)c2cccc(=O)n2C3)c1 (stereo not drawn)	9	-3	-3	-14	0	-6	3	-1.2	8	-1
COc1ccc(/C(C)=N\NS(=O)(=O)c2ccccc2)cc1OC	11	-3	0	-5	-3	-3	3	0.5	-5	-4
Cc1nc(N2CCC(C)CC2)c2c(C)c(C(=O)O)sc2n1	-4	4	2	-16	-4	4	-1	-1.3	.	-8
CCC(=O)N/N=C(\C)CC(=O)Nc1ccc2c(c1)OCCO2	-39	0	-1	-15	1	0	-4	2.2	-2	1
NC(=O)C1CCN(C(=O)CC2C(=O)NCCN2Cc2cccc(Oc3ccccc3)c2)CC1 (stereo not drawn)	6	-2	-1	-5	1	-6	-2	-1.1	-8	-2
O=C(Nc1nc2c(Cl)ccc(Cl)c2s1)c1ccco1	5	.	-2	-9	11	11	-4	-1.2	.	1
CCC(C)NC(=O)C1CCCN(S(=O)(=O)c2ccc3c(c2)CC(C)N3C(=O)C2CC2)C1 (stereo not drawn)	-11	.	4	3	-1	3	-11	0.2	-1	1
COc1cc(NC(=S)N2CCN(C(c3ccccc3)c3ccccc3)CC2)cc(OC)c1	5	-2	4	-5	.	-6	-15	-1.8	10	4
CCc1ccc2c(CN3CCC(C(=O)OC)CC3)cc(=O)oc2c1	5	-3	-1	7	1	-5	-17	-0.5	4	-2
CCCN(Cc1cc(=O)[nH]c2ccccc12)C(=O)CC	-11	0	0	.	10	-9	-1	-3.8	-13	3
CCCCOC(=O)CCc1c(C)[nH]c(=S)[nH]c1=O	-9	44	6	-8	.	4	-5	-0.6	-2	-2
Cc1ccccc1NS(=O)(=O)c1ccc(C(=O)N2CCN(S(=O)(=O)c3ccccc3)CC2)cc1	-4	1	1	-9	-5	-15	-4	-0.4	-10	1

Full records as entered above:
Cc1nc(N2CCC(C)CC2)c2c(C)c(C(=O)O)sc2n1 is entered as HTR5A inv ctr: -4; NSD2 HMT inh: 4; HTR5A ag: 2; SR-BI DiI inh: -16; Wnt act: -4; PvdQ acylase: 4; dFosB act: -1; CDK5 p35 inh: -1.3; MITF act: .; V-ATPase pHluor: -8
CCCCOC(=O)CCc1c(C)[nH]c(=S)[nH]c1=O is entered as HTR5A inv ctr: -9; NSD2 HMT inh: 44; HTR5A ag: 6; SR-BI DiI inh: -8; Wnt act: .; PvdQ acylase: 4; dFosB act: -5; CDK5 p35 inh: -0.6; MITF act: -2; V-ATPase pHluor: -2

Three compounds from above with just Wnt act and dFosB act.
structure | Wnt act | dFosB act
FC(F)(F)c1cc(-c2ccccc2)nc(NCc2cccs2)n1 | -1 | -9
CCn1nc(C)c(CNC(=O)c2cc(COc3ccc(F)cc3Cl)on2)c1C | -1 | -10
CCCCOC(=O)CCc1c(C)[nH]c(=S)[nH]c1=O | . | -5

The list goes on:
SMILES	HTR5A inv ctr	NSD2 HMT inh	HTR5A ag	SR-BI DiI inh	Wnt act	PvdQ acylase	dFosB act	CDK5 p35 inh	MITF act	V-ATPase pHluor
COc1ccc(C(=O)NNC(=O)CN2CCC(n3nnc4cc(F)ccc43)CC2)cc1	-3	-2	1	-8	-2	-21	-16	-0.9	-3	-2
CCC(C)(C)C1CCC2(CC1)NC(=O)N(CC(=O)NCCc1c[nH]c3ccccc13)C2=O (stereo not drawn)	-52	0	19*	-10	-3	-13	-11	0.0	-8	-1
O=C(OCCN(C1=NS(=O)(=O)c2ccccc21)c1ccc(Cl)cc1)c1ccco1	12	-2	-2	3	.	-10	-7	-0.4	6	1
Cc1cccc(-c2nc(CN3CCCC(C(=O)NC4CCCC4)C3)c(C)o2)c1 (stereo not drawn)	-24	2	2	13	.	10	-11	-0.1	.	0
Cc1ccc(Cn2c(CCC(=O)O)nc3ncccc3c2=O)cc1	17	1	-5	-18	2	12	-2	1.1	-15	-1
O=C(Oc1c(Br)cc(Br)c2cccnc12)N1CCCCC1	11	-7	-4	22	-2	0	-5	-0.6	5	-2
CNc1nc(Sc2cccc(C(F)(F)F)c2)cc(C(F)(F)F)n1	-4	-3	2	20	-29	2	4	-0.6	.	-1
CCc1ccc(NC(=O)Cn2nnc(C(=O)NCc3ccco3)c2N)cc1	15	-4	-2	-21	-3	-9	7	-0.2	-3	-2
CCOC(=O)c1ccc(NC(=S)N2CCN(c3ccccn3)CC2)cc1	6	-1	-2	25	0	-13	1	0.0	0	1
O=C(CCCCCN1C(=O)c2ccccc2C1=O)Oc1ccc2c3c(c(=O)oc2c1)CCC3	11	-7	-2	-21	-1	-4	-11	0.1	8	1
Cc1nnc(NC(=O)CSCc2ccccc2)s1	-20	.	0	-15	2	-2	4	0.1	-4	2
C/C(CCc1ccccc1)=N\NC(=S)NCCc1ccccc1	9	0	-3	.	0	7	-8	0.2	-3	-5
COC(=O)c1ccc(COC(=O)C2CCN(S(=O)(=O)c3ccc(C)c(C)c3)CC2)o1	-20	0	7	-17	-1	7	-5	0.7	-4	-3
CN(CC(=O)Nc1ccc(F)c(F)c1F)C(=O)C1CCCC1	2	-1	-1	2	-2	-9	-1	0.4	2	1
COc1ccc(Nc2c3c(nc4ccccc24)CCC3)cc1	7	8	-2	7	-2	8	5	0.0	-20	-5
O=C(c1cccc(C(=O)N2CCN(c3ccccc3F)CC2)c1)N1CCN(c2ccccc2F)CC1	-22	2	8	-11	1	8	-2	-0.3	-6	4
O=C(COc1ccc(Cl)cc1)Nc1ccccc1CO	1	21	-2	0	.	4	-3	0.7	25	1
O=C(N/N=C/c1ccccc1[N+](=O)[O-])c1ccc(COc2ccccc2-c2ccccc2)cc1	-1	-1	0	77*	-5	-4	-8	-0.2	7	6
O=C(Nc1nc(-c2ccc(F)c(F)c2)cs1)Nc1ccc(F)cc1F	15	1	-4	41	-9	9	?	1.6	-9	-1
Cc1cc2c(cc1C)N(C(=O)CSC1=NCCS1)C(C)(C)c1ssc(=S)c1-2	9	-1	-7	35	6	-14	-13	0.8	-11	10
COc1ccc(-c2cc(-c3ccc(OC)cc3)[nH]n2)cc1	-7	-7	3	36	49*	1	-4	-0.4	?	0
COCCNC(=S)N1CCN(c2nc(-c3cccc(OC)c3)cs2)CC1	-19	-1	2	8	-1	-15	-5	-0.7	10	-2
COc1ccc(COC(=O)C2=C(C)NC(=O)NC2c2ccccc2)cc1 (stereo not drawn)	-35	3	13	66	0	-6	-2	-3.2	6	3
O=C(O)c1c2c(nc3ccccc13)/C(=C/c1ccc(O)cc1)CC2	19	83*	1	-10	-1	-6	-15	-2.0	-27	1
N#CC1=C(N)Oc2n[nH]c(-c3ccccc3)c2C1c1cccc(OC(=O)N2CCOCC2)c1 (stereo not drawn)	1	7	0	11	-6	2	-7	-1.2	5	3
CCCN(CC(=O)Nc1ccc(F)c(F)c1F)CC(=O)Nc1c(C)n(C)n(-c2ccccc2)c1=O	-25	-2	-3	14	-3	-3	-7	0.4	-13	-3
CC(C)NC(=O)CN(C)S(=O)(=O)c1ccc(F)cc1	3	5	-1	-11	.	5	-3	6.6	7	-5
Nc1cccc(Oc2ccc([N+](=O)[O-])cc2)c1	21	2	1	9	-1	-12	-4	-0.9	5	2
CCN(C(=O)COC(=O)c1ccc(-n2c(C)ccc2C)cc1)c1c(N)n(Cc2ccccc2)c(=O)[nH]c1=O	-5	2	-4	25	4	6	-13	-0.6	2	4
Cc1cc(C)c(C#N)c(N2CCN(c3ccccc3)CC2)n1	1	-1	0	3	4	-17	-4	-2.5	1	0
O=c1[nH]c(C2CCN(S(=O)(=O)/C=C/c3ccccc3)CC2)nc2c1nnn2Cc1ccc(F)cc1	-32	-3	2	-6	0	-15	-20	-0.9	-6	1
NC(=O)c1cc([N+](=O)[O-])ccc1NCc1cccc([N+](=O)[O-])c1	3	.	2	10	-1	-2	-2	6.8	15	4
NC(=O)CC(NC(=O)c1ccc(Br)cc1)c1ccc(N2CCC(Cc3ccccc3)CC2)c([N+](=O)[O-])c1 (stereo not drawn)	-32	.	6	-5	0	3	-3	-0.1	-3	-1
CC(C)NS(=O)(=O)c1ccc(OCC(=O)Nc2cccc3ccccc23)cc1	11	2	-3	-4	.	13	0	7.3	-2	14
O=C(O)C=C(Br)Br	-18	.	-1	2	-1	-7	-2	-2.1	6	-3
CC(=O)N1CCSc2ccc(S(=O)(=O)NCCc3ccc(Cl)cc3)cc21	1	3	5	2	1	-13	-15	0.3	-10	3
COc1ccc2oc(=O)cc(CN3CCN(Cc4ccc(OC)c(OC)c4OC)CC3)c2c1	12	0	-3	34	6	-2	-5	-1.0	7	1
CCOC(=O)c1cc(-c2ccccc2)sc1NC(=O)CSc1nnnn1C	-22	0	2	56	.	-8	-4	-1.3	19	1
CCCc1cc(=O)oc2cc(OCC(=O)Nc3cc(C)on3)ccc12	-4	0	0	5	.	-7	?	-0.6	-13	-2

Screening results (PubChem BioAssay)
